Bioassay records as filed in PubChem BioAssay.
IDE cell activ: boosts human insulin-degrading enzyme activity in HEK cells. actives 0.073% (n = 340,000). AID 493087. activation, % at 5.96 µM. FAbeta-B cleavage, fluorescence polarization; 0% vehicle, 100% cell-free pure enzyme wells;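 active = activation above the mean of all tested compounds plus 3 SD, set per screening campaign, cut at about 17% in these data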
Target sequence (P14735 whole entry, looked up): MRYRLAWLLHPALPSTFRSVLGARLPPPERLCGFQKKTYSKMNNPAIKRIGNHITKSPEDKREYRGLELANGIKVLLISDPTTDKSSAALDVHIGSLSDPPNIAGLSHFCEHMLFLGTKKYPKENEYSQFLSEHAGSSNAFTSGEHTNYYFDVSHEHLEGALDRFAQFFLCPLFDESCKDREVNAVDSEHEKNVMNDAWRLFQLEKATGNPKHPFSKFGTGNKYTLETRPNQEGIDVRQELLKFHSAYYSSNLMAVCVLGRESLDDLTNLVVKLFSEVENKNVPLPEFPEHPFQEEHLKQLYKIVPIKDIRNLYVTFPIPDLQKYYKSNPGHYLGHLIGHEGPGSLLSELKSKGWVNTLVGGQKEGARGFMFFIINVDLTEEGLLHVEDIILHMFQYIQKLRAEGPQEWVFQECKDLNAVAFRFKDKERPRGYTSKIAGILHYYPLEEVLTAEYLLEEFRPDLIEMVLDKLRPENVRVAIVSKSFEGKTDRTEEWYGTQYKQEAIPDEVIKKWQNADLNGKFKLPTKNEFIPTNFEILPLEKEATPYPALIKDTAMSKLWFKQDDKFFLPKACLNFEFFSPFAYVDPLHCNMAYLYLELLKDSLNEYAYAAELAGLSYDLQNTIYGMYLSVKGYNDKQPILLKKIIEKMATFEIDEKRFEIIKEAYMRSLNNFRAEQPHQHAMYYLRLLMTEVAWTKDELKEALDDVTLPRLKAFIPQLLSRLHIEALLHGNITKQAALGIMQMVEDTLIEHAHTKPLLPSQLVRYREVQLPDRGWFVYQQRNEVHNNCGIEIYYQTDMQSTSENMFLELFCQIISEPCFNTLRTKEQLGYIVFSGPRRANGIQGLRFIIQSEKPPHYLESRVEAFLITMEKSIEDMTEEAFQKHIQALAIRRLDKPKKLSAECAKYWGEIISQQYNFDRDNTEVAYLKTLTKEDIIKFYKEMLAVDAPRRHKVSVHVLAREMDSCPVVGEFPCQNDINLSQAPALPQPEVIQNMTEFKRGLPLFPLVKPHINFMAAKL
pCIP destab: lowers stability of the mouse p/CIP coactivator protein; F442A p/CIP-EGFP cells, EGFP fluorescence, 16 h; Q05BA5; actives 0.01% (n = 290,000); decrease of EGFP signal, % at 10 µM;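 active = EGFP signal decrease of at least 30% at 10 µM or well 3 SD below plate mean, unless failing retest; inactive = the rest, including hits failing retest or dose response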; also: some compounds called inactive have numbers as strong as hits; many of its hits are not listed in these tables
VIM-2 inhibitor: inhibitors of Pseudomonas aeruginosa VIM-2 metallo-beta-lactamase; actives 0.89% (n = 290,000); purified VIM-2, nitrocefin hydrolysis, epi-absorbance fluorescence; inhibition, % at 5.6 µM;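 active = inhibition above the mean of all tested compounds plus 3 SD, cutoff set per screening run, cut at about 7.5% in these data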;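 also: red hydrolysis product quenches plate fluorescence so inhibitors raise well fluorescence; 0% = enzyme with DMSO and 100% = DMSO without enzyme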
NS3 helicase inh: blocks Hepatitis C virus NS3 helicase unwinding; NS3 helicase DNA unwinding, Cy5 molecular beacon fluorescence; inhibition, % at 10.9 µM; actives 0.56% (n = 290,000);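 active = inhibition above the mean of all tested compounds plus 3 SD, set per campaign, cut at about 35% in these data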;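 also: 0% = DMSO wells and 100% = thioflavine S control wells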
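System: Hepatitis C virus NS3 helicase domain fragment enzyme | Reagent: Annealed dual-labelled DNA beacon duplex, ATP-started | Compound dosing: 10.9 µM single point, 0.8% DMSO | Incubation: 1 h reaction at 25 °C, ATP-initiated | Technique: Cy5 fluorescence | Evaluation: Percent inhibition from t60/t0 fluorescence ratio | Benchmarks: Low DMSO, high thioflavine S at 110 µM | Replication: Singlicate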
IDE inh: inhibitors of human insulin-degrading enzyme in cells. P14735. HEK cells, FAbetaB cleavage, fluorescence polarization. inhibition, % at 5.59 µM. actives 0.41% (n = 320,000);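 active = percent inhibition above the average of all tested compounds plus 3 SD, set per screening campaign, cut at about 16% in these data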;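 also: IDE supplied by intact live HEK cells; FP after avidin binding of uncleaved biotin substrate so inhibition keeps polarization high; 0% = DMSO wells and 100% = 60 µM reference IDE inhibitor Ii1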
GalR3 antag: antagonists of human GalR3; O60755; HEK293 GalR3-CNG cAMP membrane potential fluorescence; galR3 body fused to GalR1 C-terminus; inhibition, % at 3 µM; actives 0.44% (n = 360,000);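 active = inhibition above the screen-wide average plus 3 SD, cut at about 13% in these data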;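 also: forskolin and galanin both at EC90 stimulate the cells; cAMP rise reported by CNG channel membrane potential dye signal; 0% = forskolin plus galanin with DMSO and 100% = forskolin alone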
UBC9 SUMO inh: inhibitors of human SUMOylation (UBC9). P63279. HTRF SUMOylation assay, SAE1/SAE2 + UBC9, in vitro. inhibition, % at 35 µM. actives 0.36% (n = 290,000). AID 2006; in the data active = inhibition above about 50%, passing the limit was not always enough; also: strong numbers were not always called active
IMP-1 inh: inhibitors of Pseudomonas aeruginosa IMP-1 metallo-beta-lactamase. inhibition, % at 5.6 µM. purified IMP-1, nitrocefin hydrolysis, epi-absorbance fluorescence. actives 0.45% (n = 290,000). AID 1556;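 active = inhibition above the mean plus 3 SD of all compounds in the same screening run, cut at about 4.5% in these data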;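 also: 0% = IMP-1 with DMSO and 100% = DMSO wells lacking enzyme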
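Material – recombinant IMP-1 enzyme, purified · Amount – IMP-1 0.2 nM before substrate addition · Medium – HEPES buffer pH 7.1 with ZnSO4 and Brij 35 · Timing – 25 °C, 15 min preincubation, 25 min reaction · Measured by – plate fluorescence quenching by hydrolysis product, ex 480/em 530 nm · Read-out – percent enzyme inhibition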
CRFR2-BP antag: blocks CRF-induced signaling of the CRF-BP/CRF-R2 complex; actives 0.59% (n = 350,000); HEK293 CRF-R2/CRF-BP, CRF-induced calcium fluorescence; AID 588475; inhibition, % at 11.8 µM;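 active = inhibition of the ligand-induced calcium signal above about 50% at the single tested concentration, limit read from the data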
The depositor's hits bear a star; / = not tested or not shown. Random draw from the library. About 3.2% of those tested had a hit in this group.

SMILES	IDE cell activ	pCIP destab	VIM-2 inhibitor	NS3 helicase inh	IDE inh	GalR3 antag	UBC9 SUMO inh	IMP-1 inh	CRFR2-BP antag
Cc1ccccc1-n1ncc2c1CC(C)(C)CC2NC(=O)CCN1Cc2ccccc2C1=O (stereo not drawn)	-4	2	-0.7	5	6	-1	16	-1.9	-26
COc1ccc(N2CCN(CC(=O)Nc3ccc(SC(F)F)cc3)CC2)cc1	-1	4	0.8	-13	3	-7	-8	-2.9	7
CCOC(=O)C1CCCN(C(=O)c2cc(Cl)ccc2NC(=O)C2=C(C)OCCS2)C1 (stereo not drawn)	3	-11	-3.9	-1	1	-6	13	-3.9	4
Cc1noc(NS(=O)(=O)c2ccc(NC(=O)C34CCC(CC3)C4)cc2)c1C	1	-6	2.8	0	2	-5	26	-0.2	-9
C=CCSC1=C(C#N)C(c2ccc(C(C)C)cc2)CC(=O)N1 (stereo not drawn)	-2	2	-3.0	7	3	5	4	-3.6	-8
Cc1cc(-c2ccc(/C=N/n3cnnc3)o2)c([N+](=O)[O-])cc1C	-3	-14	41*	11	-4	-1	-12	-1.9	-5
Cc1c(C(=O)NCCC2=CCCCC2)oc2ccc(S(=O)(=O)N3CCOCC3)cc12	-3	-4	-2.9	-8	-4	2	-3	-3.2	-16
CN1/C(=c2/s/c(=C3/C(=O)N(c4ccccc4)NC3=Nc3ccccc3)n(C)c2=O)C(C)(C)c2ccccc21	-27	-104	-1.0	25	27*	-2	4	-5.9	13
Cc1ccc(Nc2ccccc2N)cc1	5	-9	-3.5	-11	-2	-1	-2	-2.7	-9
COc1ccccc1C(c1nnnn1Cc1ccccc1)N1CCC(C(N)=O)CC1 (stereo not drawn)	6	-12	1.6	-1	3	-3	8	1.3	27
COCCCN1C(=O)C(=O)/C(=C(/O)c2ccccc2)C1c1ccc2c(c1)OCO2 (stereo not drawn)	0	-2	-4.0	3	-6	0	-3	-3.1	11
CC(C)Cc1nccs1	6	/	/	/	4	-4	/	/	29
CCOC(=O)c1cc2c(C)n(-c3ccc(OCC)cc3)c(C)c2cc(C(=O)OCC)c1=O	-1	-3	-1.9	4	1	-4	2	-1.5	17
O=C(CCOc1ccccc1)Nc1ccnn1C1CCN(Cc2ccccc2)CC1	2	-8	-3.2	-4	-1	-2	1	-3.2	1
CCN(c1ccccc1)S(=O)(=O)c1cc2c(cc1C)NC(=O)CO2	-8	3	-1.5	-9	2	/	12	-1.9	20
O=C(COC(=O)c1c2c(nc3ccccc13)CCCC2)c1ccc(Br)s1	2	-14	-3.6	8	4	-2	-27	-2.3	-41
O=C(NCCc1ccc2c(c1)OCCO2)c1cccc(F)c1	-6	1	-1.8	4	1	-7	-1	-2.6	8
COc1ccccc1Nc1nc(-c2cccc([N+](=O)[O-])c2)nc2ccccc12	1	-14	-4.3	-3	2	-2	3	-4.7	-1
COc1ccc(CNc2nc3nc(C)c(Cl)c(=O)n3[nH]2)cc1OC	0	-61	-1.1	-8	-1	0	-2	0.5	2
CC1=NN(c2ccccc2)C(=O)C1C=Nc1ccccc1O (stereo not drawn)	1	0	-1.9	-7	-3	/	0	-2.8	-11
COc1cccc(/C=N/Nc2ncnc3scc(-c4ccccc4)c23)c1O	3	-5	-2.1	-4	0	-9	-40	-1.1	-8
Cc1cccc(NC(=O)c2ccccc2NC(=O)c2ccccc2)n1	1	-4	-1.5	15	2	-13	11	-3.8	2
CCc1nnc(SCC(=O)Nc2ccccc2Cl)nc1CC	-2	-3	-0.2	-3	6	-2	3	-0.8	5
COc1ccc(N/C=C2\C(=O)c3c(sc(C)c3C)N(C)S2(=O)=O)cc1	-2	7	-1.1	5	7	-6	15	-1.7	-3
Cc1cccc(C(=O)N(C)c2nnc(-c3ccncc3)s2)c1	5	/	0.5	2	0	0	/	0.9	-14
CC1(C)CCCC2=C1CC1C(=O)N(Cc3cccnc3)C(=O)C1C2 (stereo not drawn)	-3	-6	-1.5	-4	6	-7	13	-3.2	0
CCOC(=O)C(NCc1ccc2c(c1)OCO2)(NC(=O)c1ccccc1)C(F)(F)F (stereo not drawn)	2	-15	-3.3	-1	9	-3	-14	-2.2	16
CN(C1CCCCC1)S(=O)(=O)c1cccc(C(=O)Nc2ccccn2)c1	2	/	/	/	-2	-5	/	/	-13
O=C(Cn1cccc1)NC1CCCCCC1	4	-11	1.3	5	1	-4	32	0.8	12
CC(C)(C)c1ccc(OCC(=O)Nc2ccncc2)c(Br)c1	2	-19	-1.0	-14	-5	-14	0	-3.3	-23
O=C(CNC(=O)c1ccccc1Br)N/N=C\c1cc([N+](=O)[O-])cc(Br)c1O	1	-2	-0.9	-10	-6	-7	-9	-2.0	14
CCN1C(=O)[C@@H]2[C@@H](c3ccc(-c4ccc5c(c4)OCO5)c(OC)c3)N3CCCC[C@@]3(C(=O)OC)[C@@H]2C1=O	4	/	/	/	0	-3	/	/	12
CCN(CC)c1ccc(NC(=O)CCS(=O)(=O)c2cccc3nsnc23)c(C)c1	1	-8	-3.1	7	2	-1	4	-1.7	-10
CC(=O)c1sc(N/N=C/c2cccc(O)c2)nc1C	-13	-29	-0.3	-3	12	2	-11	-2.4	-3
CCCN1CCC(=O)N([C@H](CSc2ccc(OC)cc2)c2ccccc2)CC1	-1	-18	/	/	-1	-1	10	/	-2
CC(CNC(=O)c1cccc(Br)c1)n1cncn1 (stereo not drawn)	5	-11	-2.0	9	/	-12	7	-4.3	-3
O=C(CCC(=O)N1CCCC(Nc2ccccc2)C1)c1ccc(F)cc1 (stereo not drawn)	-4	-2	-3.2	-3	-1	-5	-10	-0.9	-1
CC(=O)N1CCOc2ccc(S(=O)(=O)N3CCC(C(=O)Nc4cc(C)cc(C)c4)CC3)cc21	4	-2	-1.8	-3	-8	-3	-2	-2.7	27
CCOC(=O)N1CCN(C(=O)C(=O)c2cn(CC(=O)N3CCCCCC3)c3ccccc23)CC1	4	-18	1.0	-4	-7	-1	-5	-1.3	5
Nc1ccc(S(=O)(=O)C(F)(F)F)cc1N	11	6	-1.1	0	-11	-3	-1	-2.2	22
CCCCn1c(N)c(N(CCC(C)C)C(=O)C2CC(=O)N(c3ccccc3OCC)C2)c(=O)[nH]c1=O (stereo not drawn)	2	-13	-0.8	7	-2	-1	3	-1.8	9
O=C(CC1NC(=O)NC1=O)Nc1ccc(Cl)cc1 (stereo not drawn)	-2	4	1.3	-4	-2	-4	18	-2.0	11
O=C(COC(=O)c1cccc(O)c1)NC(=O)Cc1ccccc1	-2	-10	-2.7	7	-1	-4	4	-3.1	-4
COC(=O)c1c(-c2cccs2)csc1NC(=O)CSc1ncnc2sc(C)c(C)c12	1	-20	1.0	4	-6	1	-19	-3.1	-4
Cc1nn(-c2ccccc2)c(C)c1C(=O)Nc1nnc(-c2ccco2)o1	2	-2	-3.6	4	3	-3	-6	-2.9	-9
C=CCNC(=O)c1ccccc1SCc1c(C)noc1C	1	-4	-1.8	6	-5	5	3	0.0	2
CCOc1ccccc1C(=O)Nc1ccc(S(=O)(=O)Nc2nccc(C)n2)cc1	3	-10	0.4	13	5	-4	12	-2.8	-2
COc1ccccc1C(=O)NC(=O)COc1cc(Cl)ccc1Cl	7	/	/	/	-1	-5	/	/	5
Cc1cc(C(F)(F)F)c(C#N)c(SCC(=O)Nc2nc3ccccc3s2)n1	0	-18	-1.9	-1	2	0	3	-2.7	-164
CC1=NN(C(N)=S)C(=O)C1N=Nc1ccc(Cl)cc1 (stereo not drawn)	1	5	-1.4	6	/	-5	4	-5.3	-1

Reprinted at random: 2 records from the list, in no set order.
SMILES	IDE cell activ	pCIP destab	VIM-2 inhibitor	NS3 helicase inh	IDE inh	GalR3 antag	UBC9 SUMO inh	IMP-1 inh	CRFR2-BP antag
O=C(NCCc1ccc2c(c1)OCCO2)c1cccc(F)c1	-6	1	-1.8	4	1	-7	-1	-2.6	8
COCCCN1C(=O)C(=O)/C(=C(/O)c2ccccc2)C1c1ccc2c(c1)OCO2 (stereo not drawn)	0	-2	-4.0	3	-6	0	-3	-3.1	11

(cont.)
SMILES	IDE cell activ	pCIP destab	VIM-2 inhibitor	NS3 helicase inh	IDE inh	GalR3 antag	UBC9 SUMO inh	IMP-1 inh	CRFR2-BP antag
Cc1ccc(/C=C2\SC(=S)N(CCC(=O)Nc3cccnc3)C2=O)cc1	4	0	-2.3	-1	9	2	11	-2.8	-11
CCOc1ccc2nc(NC(=O)CSc3nc(SC)ns3)sc2c1	0	-19	0.1	-6	6	-8	6	-2.0	-7
CC(C)[C@H](NS(=O)(=O)c1ccc(Cl)cc1)C(=O)OCC(=O)c1c(N)n(C)c(=O)n(C)c1=O	-2	/	/	/	5	-4	/	/	-5
Cc1ccc(-c2csc3nc(SCC(N)=O)n(Cc4ccccc4)c(=O)c23)cc1	2	4	-2.1	-13	2	-3	-2	-1.0	18
CCc1ccc(C(=O)N2CCCN(C)CC2)s1	0	1	-1.4	0	-2	-1	10	-0.2	6
O=C(OCC(=O)N1CCCCC1)c1cccc(NS(=O)(=O)c2ccccc2)c1	-5	/	/	/	0	-3	/	/	26
C=CCn1c(C)nc2c(cnn2-c2ccccc2)c1=O	2	-1	-0.4	5	-7	-9	10	-0.2	20
COCCCNc1ncnc2c1[nH]c1ccccc12	/	-12	-1.9	4	/	/	9	-2.1	/
COc1ccc(Br)cc1S(=O)(=O)NCc1ccccn1	3	-9	0.7	-13	-4	1	15	-1.2	1
c1cc(N2CCCC2)ccc1C(c1nnnn1C1CCCCC1)N1CCOCC1 (stereo not drawn)	-5	1	-3.7	2	5	-4	9	-3.2	20
O=C(CCS(=O)(=O)c1cccs1)Nc1ccc(C(=O)NCc2cccs2)cc1	-2	-6	-1.6	2	-3	-3	8	-2.0	0
Cc1ccc(CNC(=O)Cn2ccc3cc(S(=O)(=O)N4CCCCCC4)ccc32)cc1	7	-7	-2.1	-10	-1	-6	-2	-1.9	25
CCn1nc(C)cc1C(=O)N1CCCC(N2CCN(Cc3ccc4c(c3)OCO4)CC2)C1 (stereo not drawn)	3	-6	-2.1	-1	-3	-9	21	-0.2	-11
Cc1ccc(SC(C)C(=O)Nc2c(C)n(C)n(-c3ccccc3)c2=O)cc1 (stereo not drawn)	4	2	-3.7	1	3	-4	5	-2.3	14
COc1ccc2oc(C(=O)OCC(=O)N(CCC#N)c3ccccc3)c(C)c2c1	5	-9	-1.0	2	-7	-1	18	-2.0	-7
COc1cccc(C(=O)NCC(=O)OCC(=O)C(C)(C)C)c1	5	-15	-0.8	12	-4	-2	-5	-2.2	-3
CCNC(=S)N(CCc1ccc(S(N)(=O)=O)cc1)C1CC(=O)N(c2ccccc2)C1=O (stereo not drawn)	5	-7	-0.9	0	2	-1	4	-1.7	-95
CC1=C(C(=O)OC(C)C)C(c2cccc(F)c2)n2ncnc2N1 (stereo not drawn)	-1	-6	-3.4	-4	-2	/	-3	-4.2	-23
c1ccc2sc(NC3=NCN(Cc4ccc5c(c4)OCO5)CN3)nc2c1	2	6	-2.8	2	5	-4	-9	-2.4	-3
